Assay outcomes: PubChem, Sanford-Burnham Center for Chemical Genomics
tim23-1 inh = growth inhibitors of tim23-1 mutant yeast; S. cerevisiae tim23-1 growth, BacTiter-Glo luminescence, 24 h; inhibition, % at 20 µM; 330,000 tested, 1.3% active;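 active = growth inhibition of the mutant yeast at or above 50%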;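 note: temperature-sensitive mutant grown at 25 °C; plate controls were DMSO-treated mutant yeast for no effect and medium wells lacking yeast for full effect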
APJ agonist = agonists of human APJ apelin receptor. activation, % at 20 µM. CHO-K1 APJ PathHunter beta-arrestin, luminescence; 0% DMSO wells, 100% apelin. 330,000 tested, 0.11% active. P35414. AID 2520;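 active = activation more than six SD over the plate average, tested at 20 µM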;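 note: 0% = DMSO alone and 100% = apelin-13 at 10 nM; some results filed as inactive read as strong as hits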
Target sequence (P35414 whole entry, looked up): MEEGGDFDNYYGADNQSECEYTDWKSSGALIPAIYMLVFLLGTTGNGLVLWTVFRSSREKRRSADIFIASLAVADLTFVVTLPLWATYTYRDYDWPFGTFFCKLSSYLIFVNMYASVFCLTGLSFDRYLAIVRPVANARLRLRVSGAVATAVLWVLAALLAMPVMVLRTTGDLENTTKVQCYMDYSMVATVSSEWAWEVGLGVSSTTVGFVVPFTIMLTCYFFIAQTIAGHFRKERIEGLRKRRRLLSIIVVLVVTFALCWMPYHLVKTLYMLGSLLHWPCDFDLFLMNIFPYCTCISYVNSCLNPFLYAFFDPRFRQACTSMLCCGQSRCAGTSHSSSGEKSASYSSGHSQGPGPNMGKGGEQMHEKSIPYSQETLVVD
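Test system: CHO-K1 APJ beta-arrestin complementation cell line | Compound: Single test compound dose, 20 µM final, 1% DMSO | Incubation: Compound 90 min 25 °C, reagent 1 h | Measured by: beta-gal luminescence | Read-out basis: APJ–arrestin association signal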
APJ antag = APJ receptor antagonism | 330,000 tested, 0.32% active | P35414 | CHO-K1 APJ beta-arrestin complementation, luminescence | inhibition, % at 20 µM;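 active = inhibition above about 40% at 20 µM, limit read from the data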;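 note: cells challenged with 10 nM apelin-13 agonist together with compound; plate controls were apelin-13 plus DMSO wells for no effect and DMSO wells lacking apelin-13 for full effect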
tim10-1 inh = inhibits growth of tim10-1 mutant yeast. S. cerevisiae tim10-1 ts strain growth, BacTiter-Glo, 24 h. inhibition, % at 20 µM. AID 463190. 330,000 tested, 2.2% active;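 active = inhibition of at least 40%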;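 note: mutant grown at 25 °C; 0% = DMSO wells with yeast and 100% = wells holding no yeast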
NR3A LBD binder = modulates the human NR3A ligand-binding domain. NR3A LBD differential scanning fluorimetry, Tm shift; 0% = protein alone, 100% = glycine-bound protein. Tm shift relative to glycine control, % at 25 µM. 340,000 tested, 2.5% active. AID 1259313;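 active = melting temperature shift of at least 10% of the positive control shift, at one fixed dose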
MPTP block = blocks calcium-induced mitochondrial swelling; isolated mouse mitochondria, Ca2+ swelling absorbance, 30 min; inhibition, % at 10 µM; 360,000 tested, 1.4% active; AID 602449;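 active = inhibition of 50% or more, scaled per plate between neutral and stimulator controls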;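 note: 0% = DMSO wells given calcium and 100% = 1 mM EGTA wells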
TIM10 inh = TIM10 yeast growth inhibition | S. cerevisiae TIM10 strain growth, BacTiter-Glo luminescence, 24 h | inhibition, % at 10 µM | 330,000 tested, 1.4% active;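 active = inhibition of 40% or more at the single tested concentration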;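 note: wild-type TIM10 isogenic control strain grown at permissive 25 °C; 0% = DMSO yeast wells and 100% = minimal medium wells without yeast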
NLRP3 yeast inh = inhibitors of NALP3 inflammasome in yeast; Yeast reconstituted NLRP3/ASC/caspase-1, beta-gal luminescence, 24 h; inhibition, % at 10 µM; 330,000 tested, 0.39% active;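 active = inhibition of 50% or more; inactive = inhibition below 50%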;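 note: plate controls were induced DMSO wells for no effect and uninduced yeast grown without galactose for full effect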
MIN6 prolif = inducers of beta-cell replication in MIN6 cells | MIN6 cells proliferation, ATPlite luminescence, 48 h; cells starved in 0.2% serum; 100% = growth in 10% serum | proliferation, % at 10 µM | 330,000 tested, 0.29% active | AID 2380;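 active = compounds whose signal lies at least 3.5 SD above the mean of all wells on their plate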;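 note: 0% = DMSO-treated cells in low-serum medium and 100% = 10% serum control; some compounds called inactive have numbers as strong as hits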
Numbers without * were called inactive; · = not tested or not shown.

Compound	MPTP block	NLRP3 yeast inh	tim10-1 inh	MIN6 prolif	NR3A LBD binder	TIM10 inh	APJ agonist	APJ antag	tim23-1 inh
CSCCCNC(=S)N1CCc2ccccc2C1	1.1	23	-13	-2	0	10	-1	10	19
Cn1nnc2ccccc2c1=O	0.4	3	1	5	0	-4	-4	17	9
O=C(O)CC(=O)Nc1ccc(Oc2ccc(C(F)(F)F)cn2)c(Cl)c1	-0.9	8	5	-1	-2	10	-2	-1	-7
O=c1[nH]c(CN2CCN(c3ccccc3Cl)CC2)nc2ccsc12	-0.1	36	5	-1	0	-21	-2	14	8
COc1ccc(CCNC(=O)CN(c2cccc([N+](=O)[O-])c2)S(C)(=O)=O)cc1	-1.9	8	4	-2	0	-3	-3	11	7
CC(C)Oc1ccc(CSc2ncn[nH]2)cc1	-0.4	12	14	-1	-1	3	0	-1	6
COc1ccc(/C=N/NC(=O)c2cc(-c3ccccc3OC)nc3ccccc23)cc1COC(C)=O	1.3	2	8	-4	1	15	-1	-12	-3
CC(=O)c1ccccc1NS(=O)(=O)c1ccc2c(c1)CC(=O)N2	-0.1	9	5	-2	-2	16	1	-1	4
O=C(Nc1cccc(-c2cn3c(n2)SCC3)c1)c1ccc2ccccc2n1	0.4	14	18	-1	-11	17	0	-2	35
CN(C)C(/C=C/Nc1ccccc1F)=C(C#N)C#N	0.8	12	6	0	2	-4	3	5	15
O=C(CCC1(C(=O)O)CCC(=O)NC1)NCc1ccccc1 (stereo not given)	0.8	13	-10	-2	0	-12	-4	-10	3
Cc1cccc(NC(=O)/C(C#N)=C/c2ccc(Sc3ccccc3)o2)c1C	5.6	12	34	1	-1	14	-3	-9	11
COc1ccc(N2C(=O)C(Cl)=C(Oc3cccc(OC)c3)C2=O)cc1	0.6	16	72*	-6	-3	75*	-2	3	53*
Cc1ccccc1NC(=O)CN1C(=O)S/C(=C\c2cccn2-c2cccc(C(=O)O)c2)C1=O	2.9	14	-6	-3	-1	-19	-4	-7	-6
N#Cc1c(NC(=O)C2C3C=CC(C3)C2C(=O)O)sc2c1CCCCC2 (stereo not given)	-0.9	11	27	-2	-35	20	-4	23	29
COc1cccc(-n2c(SCc3ccccn3)nc3c(c2=O)SCC3)c1	-1.9	7	31	3	-2	2	0	-1	29
Cc1ccccc1-n1c(SC/C(O)=C(\C#N)c2nc3ccccc3[nH]2)nnc1-c1ccncc1	-0.9	4	9	-2	-1	-2	7	3	5
O=C(COC(=O)c1ccccc1Cl)Nc1nccs1	-1.6	7	7	-2	0	2	-2	0	-14
O=c1c(Cc2ccc(F)cc2)c(O)ccn1CCc1ccccn1	-3.6	11	2	-2	-1	1	-5	-2	7
Cc1ccccc1CSCCNS(C)(=O)=O	-2.3	11	1	4	-3	-4	0	-6	17
Cc1cc(C)n(CC(=O)NNC(=O)CCNC(=O)c2ccccc2Cl)n1	-0.7	14	-3	-1	1	-1	-8	11	9
CCn1c2ccccc2c2cc(Nc3cc(C)nc4ncnn34)ccc21	-1.3	16	34	-6	-6	-100	-5	12	32
O=C(CC1NCCc2ccccc21)Nc1cccc(Cl)c1 (stereo not given)	38	28	35	-3	-2	4	-3	4	20
COc1ccc(S(=O)(=O)N2CCOCC2)cc1NC(=O)CSc1nnc2ccccn12	·	24	-11	-3	·	8	0	-4	-4
Cc1ccc(NC(=O)c2cc(-c3ccco3)on2)cc1	1.0	25	9	-1	0	19	-4	4	-1

Grouped by structure: the compounds so far containing a furan ring, fused or not.
Compound	MPTP block	NLRP3 yeast inh	tim10-1 inh	MIN6 prolif	NR3A LBD binder	TIM10 inh	APJ agonist	APJ antag	tim23-1 inh
Cc1cccc(NC(=O)/C(C#N)=C/c2ccc(Sc3ccccc3)o2)c1C	5.6	12	34	1	-1	14	-3	-9	11
Cc1ccc(NC(=O)c2cc(-c3ccco3)on2)cc1	1.0	25	9	-1	0	19	-4	4	-1

More structures:
Compound	MPTP block	NLRP3 yeast inh	tim10-1 inh	MIN6 prolif	NR3A LBD binder	TIM10 inh	APJ agonist	APJ antag	tim23-1 inh
O=C(Nc1ccc(-c2nc3c(ccc4ccccc43)o2)cc1)c1ccco1	2.1	14	26	-4	35*	27	-3	-29	16
Cc1ccc2nc(SCC(=O)Nc3ccc(F)cc3)nc(=O)n2c1	-2.6	0	-5	-1	0	-10	2	17	-9
COC(=O)c1cc2ccsc2n1CC(=O)Nc1cc(C)cc(C)c1	0.2	14	6	-2	-3	2	-1	11	9
Cc1cc(CN(C)C(=O)CC2C(=O)NCCN2Cc2ccc(-c3ccccc3)cc2)on1 (stereo not given)	-3.3	15	23	-3	-2	8	-2	-6	19
COc1ccc(-n2c(C)cc3cc(OC(C)=O)ccc32)cc1	1.0	15	-5	-2	0	4	-1	-2	24
Cc1ccc(N2CC(C(=O)Nc3cc(C)on3)CC2=O)c(C)c1 (stereo not given)	-1.1	17	12	-5	-2	-14	-1	17	13
COC(=O)[C@H](Cc1ccccc1)NC(=O)c1ccc2ccccc2n1	1.9	40	-24	-1	-3	-24	0	-28	26
CCC(C)NC(=O)N[C@@H](CCSC)C(=O)O (stereo not given in full)	-0.7	-2	-6	-1	0	-2	-4	3	14
O=C(NCC1CCCCC1)c1cccc(-c2ccc(O)cc2)c1	-1.1	29	35	-4	1	10	0	-23	27
O=C(CN(c1ccc(F)cc1)S(=O)(=O)c1ccc2c(c1)OCCO2)NCc1ccncc1	0.7	3	3	-3	4	9	-3	6	11
CN1CCC(N(C)C(=S)Nc2ccc(SC(F)F)cc2)CC1	3.1	2	4	1	-10	6	-2	1	-12
COc1ccccc1-n1cn[nH]c1=S	1.1	8	5	-5	4	8	-4	-8	6
O=C(Nc1ccccn1)c1ccc([N+](=O)[O-])cc1Cl	-0.6	12	13	-3	-1	8	4	-17	23
CC1(C)CCCC(C)(C)N1CC(O)COCCOc1ccc(Br)cc1 (stereo not given)	1.4	-3	3	1	-6	2	-4	-7	2
Cc1ccc(/C=C2\SC(=S)N(CC(=O)Nc3ncc(Cc4ccccc4Cl)s3)C2=O)cc1	·	5	-6	-4	·	-9	-5	4	-9
Cc1cc2c3c([nH]c2cc1S(=O)(=O)NCc1ccc(CN2CCCCCC2)o1)CCCC3=O	1.8	6	13	-7	3	9	4	-13	16
CC(=O)Nc1ccc(NC(=O)CSc2ccc(-c3ccco3)nn2)cc1	-1.6	13	9	-3	-4	-21	0	-12	2
Cc1ccc(CCNS(=O)(=O)c2cc(Br)cnc2N)cc1	2.7	-1	10	0	-10	8	0	24	17
CCc1ccc(-n2c(SCC(=O)Nc3cc(C)[nH]n3)nc3[nH]ncc3c2=O)cc1	-3.7	3	9	1	1	14	-4	10	9
COC(=O)c1ccc(S(=O)(=O)c2ccc(Cl)cc2)c(N)c1	0.7	44	-7	-6	0	8	-1	6	4
O=C(c1cccc(S(=O)(=O)N2CCCc3ccccc32)c1)N1CCN(c2ccccc2)CC1	5.4	10	8	-3	1	2	-7	21	25
COc1cccc(C(=O)OCCCOC(=O)c2cccc(OC)c2OC)c1OC	0.0	5	12	-1	1	7	-4	-40	27
CCOc1ccccc1NC(=O)CSc1nnnn1-c1ccccc1	-0.4	16	16	-1	0	-10	-1	-2	11
COCCNc1nnc(Cc2ccc(OC)c(OC)c2)c(=O)[nH]1	0.3	-7	2	-2	-1	-8	-4	-2	4
Cc1ccn2c(=O)nc(SCC(=O)c3ccc(Cl)cc3)nc2c1	-0.4	25	17	-2	1	0	0	31	17
Cc1csc(CNC(=O)c2ccc(OC3CCN(CCc4ccccc4)CC3)cc2)n1	-0.1	16	13	0	3	-9	-3	0	11
COc1ccc(CNC(=O)Cn2ccc3cc(S(=O)(=O)N4CCCC4)ccc32)cc1OC	-0.7	-1	-5	7	1	10	3	4	13
COc1ccc(CC(=O)Nc2c3c(nn2C(C)(C)C)CS(=O)(=O)C3)cc1	0.6	-5	-9	2	14*	0	3	12	-10
Cn1c(CC(=O)Nc2ccc(Cl)cc2)nnc1SCC(=O)N1CCOCC1	-2.6	3	-9	2	2	-6	3	7	6
Cc1ccc(S(=O)(=O)C(C)C(=O)NCCS(=O)(=O)c2ccc(Cl)cc2)cc1 (stereo not given)	-0.1	1	13	-3	-2	-23	-2	11	5
COCCCNC(=O)Cn1cc(C(C)=O)c2ccccc21	0.4	16	8	0	-2	-5	-2	1	-11
N#CC1=C(N)C2=CCCC[C@H]2[C@H](c2ccccc2)C1(C#N)C#N	1.0	4	15	-3	-3	5	-3	19	20
CCc1ccc(CCC(=O)Nc2nccs2)o1	-0.6	3	4	-4	0	3	-3	19	2
CCC1(CC)NC(=O)N(CC(=O)OCC(=O)Nc2cc(OC)ccc2OC)C1=O	0.2	8	9	5	0	2	0	0	15
COC(=O)c1cnn(-c2ccccc2)c1/C=N/NC(=S)Nc1ccc(Cl)cc1	12	11	-1	-3	13*	-16	-2	-8	-7
COc1ccc(/C=N/OCC(=O)N(Cc2ccccc2)c2ccccc2C(=O)O)cc1	2.3	24	16	-1	1	6	-5	-7	24
Cc1ccc(S(=O)(=O)CCC(=O)OCC(=O)N2CCc3ccccc32)cc1	-0.6	13	28	-1	2	13	1	-3	20
Cc1nc(N2CCOCC2)sc1C=O	1.2	4	2	-3	-1	1	-2	6	2
O=C(Nc1ccc2c(c1)C(=O)OC2)c1ccccc1Cl	-0.2	13	6	-3	0	-11	0	15	9
O=C(NN=C1CCN(Cc2ccccc2)CC1)c1ccccc1	0.8	25	0	-5	-1	12	-2	-13	25
CS(=O)(=O)c1ccccc1-c1nnc(-c2ccc(Cl)cc2)o1	3.0	15	13	4	-2	-4	0	-2	22
CCN(CC)CCN(C)Cc1ccc(Br)cc1	-2.4	18	4	-1	-1	3	0	16	6
CCOC(=O)c1cc(NC(=O)c2ccco2)ccc1N1CCOCC1	7.3	0	12	0	0	-15	1	7	6
Cc1nnc(SCC(=O)N(CCC#N)c2ccc3c(c2)OCCO3)s1	0.4	-9	-4	5	-1	8	-3	-4	-8
O=C1C2C3C=CC(C4CC34)C2C(=O)N1c1cc(Cl)ccn1 (stereo not given)	1.6	13	12	-2	0	-2	3	-22	16
COCCN(C(=O)C(=O)NC1CCCC1)C(C(=O)NC1CCCC1)c1ccccc1F (stereo not given)	1.4	15	-5	-2	2	13	-3	-6	3
COc1ccc2cc(C(=O)N(C)Cc3ccccc3)[nH]c2c1	0.3	7	17	1	3	7	-2	2	-1
Cc1nn(CCC#N)c(N)c1C1(O)C(=O)Nc2c(Cl)cc(Cl)cc21 (stereo not given)	-0.7	8	2	-4	2	18	-5	-20	19
COCc1cc(C)nc(N2CCN(Cc3ccccc3)CC2)c1C#N	-1.5	10	-4	-1	-2	-15	-7	9	-7
CN1CCN(S(=O)(=O)c2cccc(C(=O)NCCC3=CCCCC3)c2)CC1	-0.4	3	2	-3	0	17	-4	-21	8
O=C1CCCN1CCC1CCN(C2CC(=O)N(c3ccc(F)cc3)C2=O)CC1 (stereo not given)	-0.4	26	24	-1	9	23	6	13	24
CCc1nnc(NC(=O)c2ccc(COc3ccccc3Cl)o2)s1	2.2	10	-12	0	-4	12	-1	9	6
CC(C)COC(=O)n1c(SCC(N)=O)nc2ccccc21	2.4	10	14	-1	1	0	-5	-19	25
